Assay outcomes: PubChem, National Center for Advancing Translational Sciences (NCATS)
Sm TGR block – blocks Schistosoma mansoni thioredoxin glutathione reductase. 360,000 tested, 3% active. Potency, µM (doses to about 114 µM), for the others: at the top dose activity change, negative = inhibition, hits mostly inhibitors. purified TGR, DTNB reduction, TNB absorbance 405 nm. AID 485364. Q962Y6; further: potency means the concentration at half of the fitted maximal effect; nearly all actives have a fitted effect of over 60% in size
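Kinetic colorimetric format: TGR-catalysed, NADPH-driven DTNB reduction monitored via TNB absorbance. Enzyme dispensed at 20 nM; compound exposure 15 min at room temperature before reaction start.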
AmpC detergent – inhibitors of E. coli AmpC beta-lactamase with detergent | P00811 | 370,000 tested, 0.041% active | Potency, µM (top dose mostly 114 µM), for the others: top-dose activity change, negative = inhibition, actives largely listed as inhibitors | AmpC hydrolysis of nitrocefin, absorbance 480 nm, 0.01% Triton;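 further: potency means the concentration at half of the fitted maximal effect; 0% = no-compound wells and -100% = no-enzyme wells; nearly all actives have a fitted effect of over 25% in size; some results filed as inactive show a strong effect at the top dose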
Target sequence (P00811 whole entry, looked up): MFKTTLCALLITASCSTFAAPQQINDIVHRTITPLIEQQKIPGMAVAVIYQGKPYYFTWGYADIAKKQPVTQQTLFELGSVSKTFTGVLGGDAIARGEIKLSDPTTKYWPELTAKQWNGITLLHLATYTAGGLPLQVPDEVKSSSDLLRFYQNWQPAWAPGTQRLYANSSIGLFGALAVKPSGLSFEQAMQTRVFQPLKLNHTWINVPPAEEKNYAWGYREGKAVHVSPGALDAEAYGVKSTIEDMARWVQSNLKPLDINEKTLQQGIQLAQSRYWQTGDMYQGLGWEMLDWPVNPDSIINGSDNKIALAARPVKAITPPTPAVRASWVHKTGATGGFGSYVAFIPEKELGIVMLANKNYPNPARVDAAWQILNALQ
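20 mM phosphate pH 7.0 + 0.01% (detergent screen) or 0.0001% Triton X-100; 5.3 nM AmpC reagent; cpd preinc 15 min RT; nitrocefin (800 uM stock) to start; A480 q20 s × 4 min; Activity was normalised to no-enzyme and no-compound control wells.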
AmpC inh no detg – inhibitors of E. coli AmpC beta-lactamase without detergent. P00811. AmpC nitrocefin hydrolysis, absorbance 480 nm, 0.0001% Triton. Potency, µM (doses to about 57.1 µM), for inactives: top-dose activity change, negative = inhibition, most hits filed as inhibitors. 330,000 tested, 0.52% active;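 further: potency means the concentration at half of the fitted maximal effect; plate controls were no compound for no effect and no enzyme for full effect; nearly all actives have a fitted effect of over 20% in size; some results filed as inactive show a strong effect at the top dose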
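AmpC (5.3 nM in the dispensed reagent) in 20 mM phosphate pH 7.0 with 0.01% (detergent screen) or 0.0001% Triton X-100 was preincubated with compounds for 15 min at room temperature. Nitrocefin was then added from an 800 uM solution, and hydrolysis was followed at 480 nm.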
TbPYK inhibitor – T. brucei pyruvate kinase inhibition. TbPYK enzyme, Kinase-Glo Plus ATP luminescence, 45 min. Potency, µM (titrated, usually from 76.8 µM), for the others: at the top dose activity, negative = inhibition, actives largely listed as inhibitors. 410,000 tested, 0.12% active; further: potency means the concentration at half of the fitted maximal effect; nearly all actives have a fitted effect of over 50% in size
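TbPYK + substrate in 50 mM TEA pH 7.2, 100 mM KCl, 10 mM MgCl2, 0.05% BSA, 0.01% Tween-20; cpd pinned; ADP 130 uM final; 45 min RT; Kinase-Glo Plus 10 min; luminescence endpoint.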
AMA1-RON2 inh – AMA1-RON2 (P. falciparum) interaction inhibition | AlphaScreen AMA1-biotinylated RON2 peptide binding | Potency, µM (top dose mostly 58.2 µM), inactives show at the highest dose activity change, negative = inhibition, actives largely listed as inhibitors | 360,000 tested, 0.2% active;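 further: potency means the concentration at half of the fitted maximal effect; 0% = vehicle wells and -100% = peptide control; nearly all actives have a fitted effect of over 45% in size; some results filed as inactive show a strong effect at the top dose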
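AMA1 (3D7) with his tag at 25 nM final met compounds first, then biotinylated RON2 peptide at 25 nM; detection used donor plus acceptor beads, 10 µg/mL apiece, read by AlphaScreen after 30 min at room temperature.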
LmPK inhibitor – blocks Leishmania mexicana pyruvate kinase activity; Q27686; purified LmPK, Kinase-Glo ATP luminescence, 1 h; Potency, µM (doses to about 57.5 µM), for the others: top-dose activity change, negative = inhibition, actives largely listed as inhibitors; 290,000 tested, 0.37% active; further: potency means the concentration at half of the fitted maximal effect
Target sequence (Q27686 whole entry, looked up): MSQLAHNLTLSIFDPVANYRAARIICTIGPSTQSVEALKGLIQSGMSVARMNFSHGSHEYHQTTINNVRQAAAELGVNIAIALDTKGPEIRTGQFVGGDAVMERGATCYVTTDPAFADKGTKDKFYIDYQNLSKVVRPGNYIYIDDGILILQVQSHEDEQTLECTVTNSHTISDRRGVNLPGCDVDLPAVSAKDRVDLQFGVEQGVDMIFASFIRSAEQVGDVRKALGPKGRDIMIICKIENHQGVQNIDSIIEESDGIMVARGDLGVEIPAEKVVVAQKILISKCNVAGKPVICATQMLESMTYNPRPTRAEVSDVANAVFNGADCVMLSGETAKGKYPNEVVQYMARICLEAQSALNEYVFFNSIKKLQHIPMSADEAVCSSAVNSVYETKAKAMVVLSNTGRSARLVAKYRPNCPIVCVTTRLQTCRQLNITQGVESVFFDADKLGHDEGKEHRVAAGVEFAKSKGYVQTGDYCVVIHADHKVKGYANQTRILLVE
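Purified LmPK (0.1 nM) with 0.5 mM PEP and 0.1 mM ADP in imidazole buffer pH 7.2 with MgCl2/KCl, 1 h at room temperature. ATP formed was read by luciferase luminescence and normalized to no-enzyme and uninhibited controls.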
HCMV inh – human cytomegalovirus inhibition | activity change, negative = inhibition, % at 57.5 µM | 410,000 tested, 4.5% active | HFF cells, HCMV-luciferase reporter, 72 h; active compounds read low; in the data active means activity change below about -60%; inconclusive means no clear call, values can overlap the other calls; inactive means above about -39%
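Cell-based, HFFs, 1000 cells/well, 16 h 37C; cpds in DMSO + HCMV-luc, MOI 1 PFU/cell; 72 h 37C; OneGlo luminescence after 5 min RT; norm. to buffer vs Salinomycin 10uM.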
* marks the source's active call; other numbers are inactive results; ? = inconclusive; . = not tested or not shown; & = joins results of further samples; [ ] = another dose, or the depositor's remark. Unless noted, the call rests on the fitted dose curve; in most records, active means well fitted curve in the direction sought with a large enough effect; inconclusive means small, poorly fitted or top-dose-only effect, or another doubt; inactive means no such curve, though single readings can be large; an effect the other way counts as inactive or inconclusive. Unless noted, on the % scale 0 is the no-effect control and ±100 the full control effect.

SMILES | Sm TGR block | AmpC detergent | AmpC inh no detg | TbPYK inhibitor | AMA1-RON2 inh | LmPK inhibitor | HCMV inh
Cc1ccc(OCC(=O)Nc2ccccc2-c2ccccc2NC(=O)COc2ccc(C)cc2)cc1 | 3% | 2% | -20% | -6% | -1% | 5% | -12
COc1ccc(NC(=O)c2ccc[n+]([O-])c2)cc1 | 8% | -8% | -10% | 2% | -2% | -1% | 18
CC(=O)N1c2ccccc2C(=O)C1N1CCN(c2ccc(Cl)cc2)CC1 (stereo not drawn) | -16% | 2% | . | 1%[15.4 µM] | . | . | 0
CCOc1ccc(N2C(=O)CC(N(Cc3ccco3)C(=O)CC)C2=O)cc1 (stereo not drawn) | . | -5% | 0% | -13% | 3% | 3% | ?
COc1ccc(NC(C)=O)cc1NC(=O)CN1CCN(CC(=O)Nc2ccc(Cl)cc2)CC1 | -2% | 3% | 75%[activator] | 1% | 1% | 2% | -27
NS(=O)(=O)c1ccc(CNC(=O)c2ccc(S(=O)(=O)NCc3ccco3)cc2)cc1 | -9% | 3% | -17% | 0% | 4% | . | -26
COc1ccc(NS(=O)(=O)c2cccc(C(=O)O)c2)cc1 | 2% | ? | -27% | 0% | 13% | -6% | 9
CCOc1ccc(NC(=O)CSc2n[nH]c(=O)n2-c2ccccc2)cc1 | -2% | ? | -8% | -1% | 0% | 3% | 23
O=S1(=O)CC(N2CCCCC2)CN1Cc1ccc(F)cc1 (stereo not drawn) | . | . | . | -9% | -3% | . | -13
CSc1ccc(OC2(C)CCN(Cc3ccc(C(C)C)cc3)C2)cc1 (stereo not drawn) | . | . | . | 9% | ? | . | 9
COc1cc(NC(=O)C(NS(=O)(=O)c2ccc3c(c2)CCCC(=O)N3)C(C)C)cc(OC)c1 (stereo not drawn) | -8% | 2% | . | -1% | . | . | -3
COC(=O)C(C)N=Cc1ccccc1 (stereo not drawn) | -14% | ? | 30% | 5% | 14% | 1% | -19
Cc1ccccc1OCCC(=O)N1CCN(S(=O)(=O)c2ccccc2F)CC1 | 1% | -5% | 34% | -7% | -12% | 9% | ?
COc1ccc(C)cc1NC(=O)CN1CCN(c2ccccn2)CC1 | 0% | ? | 37% | -4% | -5% | 5% | -19
CC1=NNC(=O)C1CC(=O)N/N=C/C=C/c1ccccc1 (stereo not drawn) | 4% | -2% | -11% | -7% | 15% | -5% | -10
O=C(c1cccs1)N1CCCc2cc(NS(=O)(=O)c3ccc(F)cc3)ccc21 | 1% | 11% | . | 1% | . | . | -11
Cc1ccc(C(=O)N/C(=C\c2cccc([N+](=O)[O-])c2)C(=O)OCN2C(=O)c3ccccc3C2=O)cc1 | 0% | -1% | -34% | 26% | -11%[11.6 µM] | 0% | 18
Cc1cc(C)nc(/N=C(\N)Nc2ccc(S(=O)(=O)Nc3nc(C)cc(C)n3)cc2)n1 | 8% | 6% | -35% | . | . | 3% | .
Cc1occc1-c1nnc(SCC(=O)N2CCOCC2)n1Cc1ccco1 | ? | -1% | 5% | 3% | 5% | 0% | 37
NC(=O)C1CCN(CC(O)CSc2ccccc2)CC1 (stereo not drawn) | 2% | 2% | 5% | 0% | 5% | 2% | 9
COc1ccccc1OCc1nc(Cc2ccc(Cl)cc2)no1 | 8% | ? | -9% | 0% | 42%[activator] | -4% | -7
COc1cc(C)ccc1OCc1cc(C(=O)NC(C)Cn2cncn2)no1 (stereo not drawn) | -6% | -6% | -1% | -2% | 9% | -8% | 50
Cc1ccc(S(=O)(=O)Cc2ccc(C(=O)N3CCN(Cc4ccccc4)CC3)o2)cc1 | 35µM* | ? | 40% | . | . | 2% | 31
O=C(Cn1cc(C(F)(F)F)ccc1=O)N1CCCc2ccccc21 | . | . | -22% | -5% | 13% | . | 29
CC(=O)c1c(N)n(C)c(=O)n(C)c1=O | 5% | 0% | -12% | -1% | 8% | -11% | -3
SMILES | Sm TGR block | AmpC detergent | AmpC inh no detg | TbPYK inhibitor | AMA1-RON2 inh | LmPK inhibitor | HCMV inh
COc1cc(NC(=O)CN2CCCN(S(=O)(=O)c3ccc(F)cc3)CC2)cc(OC)c1 | 3% | 0% | . | 3% | . | . | -4
COc1cccc(NC(=O)c2ccc(NCCCN3CCC(C)CC3)c([N+](=O)[O-])c2)c1 | 1% | 2% | -14% | -1% | -14% | -1%[11.5 µM] | -24
CCCN(C(=O)Cn1cnc2sc(C)c(S(=O)(=O)N3CCN(c4ncccn4)CC3)c2c1=O)c1cccc(C)c1 | -3% | 19% | . | -4% | . | . | -17
NC(=O)/C=C/C(=O)Nc1ccc(Cl)cc1 | 3.5µM* | 0% | -13% | 1% | 5% | 9% | 7
COc1ccc2oc(C(=O)OC(C)C(=O)Nc3ccc(N4CCOCC4)cc3)c(C)c2c1 (stereo not drawn) | 9% | -7% | 48% | -7% | -1% | . | 62
CCc1[nH]nc2c1C(c1cccnc1)C(C#N)=C(N)O2 (stereo not drawn) | -7% | 1% | . | -2% | 6% | -5% | 22
COc1cc(C(=O)Nc2ccccc2-c2nnn(CC(N)=O)n2)cc(OC)c1OC | -5% | -8% | 2% | -4% | 4% | 3% | 2
Cc1ccc(C)c(N2CCN(C(=O)c3cc4ccccn4n3)CC2)c1 | -29% | -9% | 20% | 0% | -4% | 1% | .
O=C(Cc1ccccc1)NCC(=O)N1CCCCC1 | 7% | 0% | 0% | 2% | -9% | -6% | -21
CCOC(=O)c1ccc(Nc2nc(C(=O)OCC)nc3ccccc23)cc1 | 20%&-1% | 8%&5% | 117%[activator] | 2%&3% | 14% | 5% | ?
Cn1c(SCC(=O)Nc2ccccc2Br)nnc1-c1cnccn1 | -12% | -4% | -17% | -12% | 7% | 1% | 9
Cn1c(SCC(=O)NCCc2ccc(S(N)(=O)=O)cc2)nc2ccccc2c1=O | 2% | -2% | 3% | -2% | -3% | 8% | ?
CCOC(=O)C1CCN(c2nc(-c3ccc(Br)cc3)nc3ccccc23)CC1 | -5%&13% | -1%&7% | -13% | 3%&-1% | -2% | -9% | 23&-18
CC(C)C(=O)Nc1ccc(C(=O)N2CCCCCC2)cc1 | 0% | ? | -12% | . | -1% | -1% | -4
COc1ccc(OC)c(C2C(C(=O)c3ccccc3)=C(C)Nc3nc4ccccc4n32)c1 (stereo not drawn) | -6% | ? | -34% | 1% | 0% | -5% | ?
O=C(Nc1ccc2nccnc2c1)Nc1ccccc1Cl | 6% | 4% | -15% | -16% | -12% | 4% | -35
COc1ccc(Cl)c(OC)c1C(=O)NC(=O)Nc1c(F)cc(F)cc1F | -4% | 3% | -20% | 1% | -3% | 0% | ?
Cc1cccc(-n2c(/C=C/c3ccccc3O)nc3ccccc3c2=O)c1 | 9% | 5% | . | 2% | . | . | -98*
CCN(CC)S(=O)(=O)c1ccc(Oc2ccccc2)cc1 | -9% | -13% | -7% | -23% | 18% | 0% | -12
O=C(Nc1cc(S(=O)(=O)N2CCOCC2)ccc1N1CCCCC1)c1ccccc1 | -6% | -6% | 45% | -5% | -9%[11.6 µM] | . | ?
CCOC(=O)c1sc2ccccc2c1S(=O)(=O)Nc1ccc(C(C)=O)cc1 | -11% | 5% | . | -10% | . | . | 60
Cc1ccc(C)c(NC(=O)CCC(=O)N/N=C/c2cccnc2)c1 | 2% | -11% | -1% | 3% | 114%[activator] | -10% | -31
O=C(N/N=C/c1c(Nc2cccc(C(F)(F)F)c2)nc2ccccn2c1=O)c1ccccc1 | -1% | -7% | -8% | . | . | 4% | .
O=C(Nc1cccc(F)c1)/C(=C\c1ccco1)NC(=O)c1cccs1 | -68% | ? | -38% | -21% | 2% | 3% | 5
COc1cc(-c2nnc(NC(=O)CS(=O)(=O)c3ccc(Cl)cc3)o2)cc(OC)c1OC | . | . | . | -2% | 2% | . | 4
SMILES | Sm TGR block | AmpC detergent | AmpC inh no detg | TbPYK inhibitor | AMA1-RON2 inh | LmPK inhibitor | HCMV inh
O=C1NCC(Nc2ccccc2)C(=O)N1 (stereo not drawn) | . | . | . | -6% | 16% | . | -8
CC(=O)NC12CC3CC(C1)CC(C(=O)Nc1ccc(C)c(S(=O)(=O)N4CCCCCC4)c1)(C3)C2 | . | . | . | -3% | -4%[11.6 µM] | . | -10
CN(C)c1ccc(C=Nc2cnn(C)c2C(N)=O)cc1 | 8% | 0% | -17% | -10% | -8% | ? | -13
O=C(NCc1ccccc1)C(=O)Nc1nc(-c2ccccc2)cs1 | -3% | 2% | -36% | 0% | 31%[activator] | 3% | 36
Cc1ccc(NS(=O)(=O)c2c(C)ccc3nsnc23)c([N+](=O)[O-])c1 | -11% | -8% | -26% | 5% | -3% | 8% | 40
C(=N\c1nc2ccccc2n1CCN1CCCCC1)/c1cccs1 | 6% | -13% | -24% | -1% | -20% | -2% | -2
O=c1cc(C(F)F)oc2c1ccc1ccccc12 | -1% | 0% | -22% | 0% | -4% | 0% | -6
CCOC(=O)c1[nH]c(C)c(C(=O)N2CCc3ccccc32)c1C | 2% | 2% | 3% | 5% | -1% | 4% | -92*
Cc1nc2sccc2c(=O)n1-c1ccccc1Cl | -3% | -13% | 1% | 3% | 1% | 1% | ?
CCO[C@H]1OC(C(=O)NCc2ccccc2)=C[C@@H](c2coc3ccccc3c2=O)[C@@H]1CCCO | -1% | -5% | 146%[activator] | -2% | -8% | 11% | -5
Cc1ccccc1NC(=O)CC1C(=O)Nc2ccccc2N1CC(=O)N(C)C1CCS(=O)(=O)C1 (stereo not drawn) | -23% | -10% | -10% | 5% | -2% | . | 0
CCCCn1c(SCc2ccccc2C)nc2ccsc2c1=O | 16% | 7% | . | -1% | . | . | 88
CC1CN(c2ccc([N+](=O)[O-])c(NCCOc3ccccc3)c2)CCN1 (stereo not drawn) | -2% | 8% | 7% | -7% | -28% | 1% | 39
Cc1ccc(S(=O)(=O)N2CCCCC2)cc1C(=O)OC1CCCCC1=O (stereo not drawn) | 7% | -3% | 16% | -6% | -18% | . | 0

Some of the entries so far, as comma-separated lines:
Structure,Sm TGR block,AmpC detergent,AmpC inh no detg,TbPYK inhibitor,AMA1-RON2 inh,LmPK inhibitor,HCMV inh
Cc1ccc(S(=O)(=O)N2CCCCC2)cc1C(=O)OC1CCCCC1=O (stereo not drawn),7%,-3%,16%,-6%,-18%,.,0
O=C1NCC(Nc2ccccc2)C(=O)N1 (stereo not drawn),.,.,.,-6%,16%,.,-8
C(=N\c1nc2ccccc2n1CCN1CCCCC1)/c1cccs1,6%,-13%,-24%,-1%,-20%,-2%,-2
